Wee1 degr inh = human Wee1 degradation inhibition, primary screen; hit rate 1.2% among 220,000; P30291; HeLa Luc-Wee1K328M stability, luciferase luminescence; 100% = proteasome inhibitor MG132 effect; reporter increase, % at 5 µM; AID 1321;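 active = activation above the mean of all tested compounds plus 3 SD, set per screening run, cut at about 8.8% in these data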;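 note: cells exposed to compound for 20 h before luminescence read; 0% = DMSO alone and 100% = MG132 at 30 µM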
Ba/F3 V617F tox = reduce viability of Ba/F3 cells dependent on JAK2V617F. Ba/F3 EpoR-JAK2V617F viability, ATP luminescence. inhibition, % at 5.6 µM. hit rate 1.1% among 220,000;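 active = inhibition above the campaign mean plus 3 SD over all tested compounds, cut at about 24% in these data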;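 note: cytokine-independent growth of Ba/F3 cells driven by EpoR plus mutant JAK2; 0% = DMSO-treated cells and 100% = JAK inhibitor I control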
PERK inh = inhibitors of human PERK kinase | Q9NZJ5 | CHO PERK-DD fusion, SEAP luminescence translation reporter | inhibition, % at 5.6 µM | hit rate 0.17% among 220,000;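 active = inhibition above the mean inhibition of all tested compounds plus 3 SD, set separately per screening campaign, cut at about 2.9% in these data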;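 note: PERK kinase domain activated by AP20187 dimerizer at 100 nM; 0% = DMSO with dimerizer and 100% = rapamycin at 8.4 µM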
Target sequence (Q9NZJ5 whole entry, looked up, the tested form may be a part): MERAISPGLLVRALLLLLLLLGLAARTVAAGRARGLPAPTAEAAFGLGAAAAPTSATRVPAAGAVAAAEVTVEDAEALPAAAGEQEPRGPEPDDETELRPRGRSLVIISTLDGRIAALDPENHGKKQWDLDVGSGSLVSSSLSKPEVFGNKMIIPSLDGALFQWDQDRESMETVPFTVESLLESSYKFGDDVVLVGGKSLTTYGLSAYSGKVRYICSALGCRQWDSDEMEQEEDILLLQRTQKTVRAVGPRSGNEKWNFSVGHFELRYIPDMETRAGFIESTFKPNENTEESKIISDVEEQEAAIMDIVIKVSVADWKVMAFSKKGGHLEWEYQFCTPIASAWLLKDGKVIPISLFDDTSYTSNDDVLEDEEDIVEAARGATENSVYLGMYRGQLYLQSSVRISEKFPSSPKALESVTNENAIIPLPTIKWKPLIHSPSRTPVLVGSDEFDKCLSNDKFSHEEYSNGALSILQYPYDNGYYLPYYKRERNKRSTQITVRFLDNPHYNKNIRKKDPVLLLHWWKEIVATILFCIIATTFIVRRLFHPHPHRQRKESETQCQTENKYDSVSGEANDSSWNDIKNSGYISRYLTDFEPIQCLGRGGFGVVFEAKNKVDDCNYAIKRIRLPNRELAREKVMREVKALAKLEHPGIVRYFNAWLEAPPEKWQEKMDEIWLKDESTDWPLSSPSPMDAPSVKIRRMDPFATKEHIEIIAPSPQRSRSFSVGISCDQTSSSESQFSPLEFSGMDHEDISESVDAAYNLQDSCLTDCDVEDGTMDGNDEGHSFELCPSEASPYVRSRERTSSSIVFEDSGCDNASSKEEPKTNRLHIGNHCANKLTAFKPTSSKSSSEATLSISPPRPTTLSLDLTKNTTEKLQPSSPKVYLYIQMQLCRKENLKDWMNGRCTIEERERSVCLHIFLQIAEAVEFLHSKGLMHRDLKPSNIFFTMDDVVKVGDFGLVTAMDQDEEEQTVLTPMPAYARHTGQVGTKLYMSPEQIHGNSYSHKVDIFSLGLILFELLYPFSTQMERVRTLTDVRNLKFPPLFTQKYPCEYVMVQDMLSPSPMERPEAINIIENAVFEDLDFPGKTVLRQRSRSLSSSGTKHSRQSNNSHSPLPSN
BaF3 parental = parental Ba/F3 viability inhibition as JAK2V617F counter-screen; CellTiter-Glo ATP luminescence; inhibition, % at 5.6 µM; hit rate 1.1% among 220,000; AID 1486;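 active = inhibition above a per-campaign cutoff, the mean inhibition of all tested compounds plus 3 SD, cut at about 27% in these data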;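 note: 0% = DMSO wells and 100% = JAK Inhibitor I control wells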
NPY2 pot ag = human NPY-Y2 potentiation or agonism, primary screen; cells expressing NPY-Y2, potentiator/agonist read-out; P49146; hit rate 0.45% among 220,000; activation, % at 3.6 µM; in the data active = activation above about 27%;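 note: cells stimulated with NPY near EC25 plus isoproterenol at EC100; 0% = vehicle plus submaximal agonist and 100% = vehicle plus saturating agonist; some results beyond the cut were filed as inactive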
S1P4 antag = antagonists of human S1P4 receptor; hit rate 0.26% among 220,000; AID 1510; O95977; inhibition, % at 4.98 µM; S1P4-expressing cells, antagonist mode, reporter read-out; in the data active = inhibition above about 29%;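 note: 0% = wells stimulated with agonist and 100% = vehicle wells without agonist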
Mdm2 ligase inh = blocks human Mdm2 ubiquitin ligase activity; Q00987; cell-based MDM2 ubiquitination luciferase reporter, 2 h; 0 = plate control, 100 = twice control, blank-subtracted; signal enhancement, % at 5 µM; hit rate 0.11% among 210,000;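 active = signal enhancement of 30% or more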;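 note: luminescence tracks abundance of the self-degrading MDM2-luciferase fusion protein; higher signal means inhibition of MDM2 E3 ligase activity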
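Assay system: stable mammalian line carrying autodegrading MDM2–luciferase fusion reporter; amount: 2000 cells seeded into each well; buffer or medium: DMEM; benchmarks: plate control and blank wells; signal: luciferase luminescence; timing: 2 h compound exposure at 37 °C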
eIF4E-4G inh = eIF4E/eIF4G interaction inhibition in translation initiation; P63073+Q04637; TR-FRET eIF4E-eIF4GI(517-606) binding, 2 h; inhibition, % at 21.7 µM; hit rate 0.37% among 220,000; AID 782;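 active = inhibition above about 30%, limit read from the data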;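 note: 0% = full FRET control wells and 100% = background wells lacking eIF4GI fragment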
S1P4 ag = activates the human S1P4 receptor | O95977 | AID 1509 | activation, % at 4.98 µM | hit rate 0.35% among 220,000 | S1P4-expressing cell line, agonist reporter assay; in the data active = activation above about 11%;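 note: 0% = DMSO vehicle and 100% = reference agonist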
Active calls of the source: *; [ ] = remark or other dose.

How did COc1ccc(/C=C(\C#N)C(=O)OCCNC(=O)c2ccncc2)cc1 do in these assays?
Wee1 degr inh: 2; Ba/F3 V617F tox: 1; PERK inh: 1.7; BaF3 parental: 4; NPY2 pot ag: -5; S1P4 antag: -18; Mdm2 ligase inh: -1; eIF4E-4G inh: -2; S1P4 ag: 2.4

What do the screens show for `O=c1[nH]c(N2CCCCC2)nc2c1CCCC2`?
Wee1 degr inh: -1; Ba/F3 V617F tox: -2; PERK inh: 0.0; BaF3 parental: 1; NPY2 pot ag: 10; S1P4 antag: -16; Mdm2 ligase inh: -6; eIF4E-4G inh: -2; S1P4 ag: -1.4

What do the screens show for `CNC(=O)CSc1nc2nn(-c3ccccc3)c(=O)c-2c2n1CCCCC2`?
Wee1 degr inh: 0; Ba/F3 V617F tox: -3; PERK inh: 1.0; BaF3 parental: 3; NPY2 pot ag: 10; S1P4 antag: -20; Mdm2 ligase inh: -3; eIF4E-4G inh: -1; S1P4 ag: -0.2

What do the screens show for `COC(=O)c1cc(NC(=S)N2CCN(c3ccccn3)CC2)cc(C(=O)OC)c1`?
Wee1 degr inh: -2; Ba/F3 V617F tox: 2; PERK inh: -1.1; BaF3 parental: 1; NPY2 pot ag: 1; S1P4 antag: 6; Mdm2 ligase inh: -5; eIF4E-4G inh: -2; S1P4 ag: 0.7

Results for O=c1cc(C(F)(F)F)nc(-c2cccnc2)[nH]1 ?
Wee1 degr inh: 3; Ba/F3 V617F tox: 0; PERK inh: 1.3; BaF3 parental: 8; NPY2 pot ag: -5; S1P4 antag: -14; Mdm2 ligase inh: -18; eIF4E-4G inh: -4; S1P4 ag: 1.1

What do the screens show for `c1ccc(C(c2ccccc2)N2CCN(Cc3nnnn3C3CCCC3)CC2)cc1`?
Wee1 degr inh: 3; Ba/F3 V617F tox: 0; PERK inh: -1.1; BaF3 parental: 1; NPY2 pot ag: -8; S1P4 antag: -17; Mdm2 ligase inh: 4; eIF4E-4G inh: 0; S1P4 ag: 3.2

How did Cc1nn(C)c(C)c1CN(C)C(=O)c1cnn2c1NC(c1ccccc1)CC2C(F)(F)F (centres undefined) do in these assays?
Wee1 degr inh: -1; Ba/F3 V617F tox: -1; PERK inh: -2.4; BaF3 parental: 3; NPY2 pot ag: 12; S1P4 antag: -25; Mdm2 ligase inh: -8; eIF4E-4G inh: -9; S1P4 ag: 0.8

How did CC(=O)Oc1ccc(C(=O)Nc2ccccc2C(=O)NCC(C)C)cc1 do in these assays?
Wee1 degr inh: 6; Ba/F3 V617F tox: 4; PERK inh: 0.3; BaF3 parental: 5; NPY2 pot ag: -7; S1P4 antag: -9; Mdm2 ligase inh: -30; eIF4E-4G inh: -22; S1P4 ag: 0.8

Results for COC(=O)C1=C(C)N(c2ccc(F)cc2)/C(=C/c2ccc(O)cc2)C1=O ?
Wee1 degr inh: 8; Ba/F3 V617F tox: 1; PERK inh: 1.2; BaF3 parental: 8; NPY2 pot ag: -18; S1P4 antag: 0; Mdm2 ligase inh: -3; eIF4E-4G inh: -3; S1P4 ag: 0.1

How did Cc1cc(=O)n2[nH]c(-c3ccc(Cl)cc3)cc2n1 do in these assays?
Wee1 degr inh: -1; Ba/F3 V617F tox: -2; PERK inh: 1.1; BaF3 parental: 3; NPY2 pot ag: 12; S1P4 antag: 1; Mdm2 ligase inh: -8; eIF4E-4G inh: 6; S1P4 ag: -1.5

How did N#CC1=C(N)Oc2cc(O)ccc2C1C1CCCCC1 (centres undefined) do in these assays?
Wee1 degr inh: -1; Ba/F3 V617F tox: 0; PERK inh: 0.7; BaF3 parental: 13; NPY2 pot ag: 10; S1P4 antag: 2; Mdm2 ligase inh: -5; eIF4E-4G inh: -2; S1P4 ag: 2.2

What do the screens show for `CCOc1ccc(NC(=O)c2ccc(-n3cccn3)nc2)cc1`?
Wee1 degr inh: -2; Ba/F3 V617F tox: 0; PERK inh: 2.2; BaF3 parental: -4; NPY2 pot ag: 4; S1P4 antag: 9; Mdm2 ligase inh: -10; eIF4E-4G inh: 5; S1P4 ag: 0.0

What do the screens show for `CN(C)/C=C(/C#N)C(=O)c1cccc(Oc2ccc(C(C)(C)C)cc2)c1`?
Wee1 degr inh: 5; Ba/F3 V617F tox: 2; PERK inh: 0.5; BaF3 parental: 10; NPY2 pot ag: -2; S1P4 antag: -10; Mdm2 ligase inh: -14; eIF4E-4G inh: 9; S1P4 ag: 2.0

Results for CC1CCCC(NC(=O)COC(=O)CN2C(=O)C3CCCCC3C2=O)C1C (centres undefined) ?
Wee1 degr inh: -3; Ba/F3 V617F tox: -4; PERK inh: 1.0; BaF3 parental: 2; NPY2 pot ag: 15; S1P4 antag: 1; Mdm2 ligase inh: -9; eIF4E-4G inh: -1; S1P4 ag: -3.4

What do the screens show for `CCOC(=O)c1c(-c2ccccc2)oc2ccc(OC)cc12`?
Wee1 degr inh: 2; Ba/F3 V617F tox: 5; PERK inh: 0.5; BaF3 parental: 2; NPY2 pot ag: -11; S1P4 antag: -2; Mdm2 ligase inh: -27; eIF4E-4G inh: 0; S1P4 ag: -0.1

What do the screens show for `N=C(c1cccc([N+](=O)[O-])c1)N1CCCCC1`?
Wee1 degr inh: -1; Ba/F3 V617F tox: -2; PERK inh: 0.5; BaF3 parental: 5; NPY2 pot ag: -1; S1P4 antag: -20; Mdm2 ligase inh: -9; eIF4E-4G inh: 0; S1P4 ag: 0.5

What do the screens show for `CC1CN(CC(O)COC(c2ccc(Cl)cc2)c2ccc(Cl)cc2)CC(C)O1` (centres undefined)?
Wee1 degr inh: -1; Ba/F3 V617F tox: -2; PERK inh: -0.3; BaF3 parental: 3; NPY2 pot ag: 10; S1P4 antag: 5; Mdm2 ligase inh: -20; eIF4E-4G inh: 1; S1P4 ag: -1.1

What do the screens show for `Cc1ccc(S(=O)(=O)CC(C)N2CCN(C3CCCCC3)CC2)cc1` (centres undefined)?
Wee1 degr inh: -2; Ba/F3 V617F tox: -3; PERK inh: -0.1; BaF3 parental: 4; NPY2 pot ag: 7; S1P4 antag: 2; Mdm2 ligase inh: 2; eIF4E-4G inh: 5[fluorescence artefact?]; S1P4 ag: 2.5

What do the screens show for `COc1cccc(C2C(C#N)=C(N)Oc3cc(C)n(Cc4ccccn4)c(=O)c32)c1OC` (centres undefined)?
Wee1 degr inh: -3; Ba/F3 V617F tox: -3; PERK inh: 0.8; BaF3 parental: -2; NPY2 pot ag: 6; S1P4 antag: -3; Mdm2 ligase inh: 1; eIF4E-4G inh: -14[fluorescence artefact?]; S1P4 ag: -1.6

Results for OCCC1CN(Cc2nc3ccccc3s2)CCN1CCc1ccccc1 (centres undefined) ?
Wee1 degr inh: 1; Ba/F3 V617F tox: -2; PERK inh: -1.2; BaF3 parental: 1; NPY2 pot ag: -11; S1P4 antag: 0; Mdm2 ligase inh: -9; eIF4E-4G inh: 0; S1P4 ag: 0.7

What do the screens show for `CC(C)COc1ccc(C(=O)Nc2ccc(SC(F)F)cc2)cc1`?
Wee1 degr inh: 0; Ba/F3 V617F tox: 0; PERK inh: 1.5; BaF3 parental: 7; NPY2 pot ag: 12; S1P4 antag: 7; Mdm2 ligase inh: -20; eIF4E-4G inh: -3; S1P4 ag: -1.7

How did COc1ccc(-c2csc(C3=C(O)CN(CCCN4CCCC4=O)C3=N)n2)cc1OC do in these assays?
Wee1 degr inh: 1; Ba/F3 V617F tox: 3; PERK inh: 1.8; BaF3 parental: 6; NPY2 pot ag: -11; S1P4 antag: -5; Mdm2 ligase inh: 6; eIF4E-4G inh: -4; S1P4 ag: 3.6

How did C=CCn1c(-c2ccccc2)nc(=S)c2c1CCCC2 do in these assays?
Wee1 degr inh: 1; Ba/F3 V617F tox: 0; PERK inh: -0.2; BaF3 parental: 2; NPY2 pot ag: 5; S1P4 antag: -5; Mdm2 ligase inh: -2; eIF4E-4G inh: 2; S1P4 ag: 2.0

Results for COc1cc(OC)c(C(=O)Oc2ccc3c(c2)OCO3)cc1OC ?
Wee1 degr inh: -1; Ba/F3 V617F tox: 0; PERK inh: -0.6; BaF3 parental: 2; NPY2 pot ag: -7; S1P4 antag: -4; Mdm2 ligase inh: 9; eIF4E-4G inh: -6; S1P4 ag: -0.4

Results for Cc1nn(Cc2nnc(SCC(=O)Nc3ccc(Cl)cc3)n2C)c(C)c1[N+](=O)[O-] ?
Wee1 degr inh: -1; Ba/F3 V617F tox: -1; PERK inh: -1.4; BaF3 parental: -5; NPY2 pot ag: 0; S1P4 antag: 20; Mdm2 ligase inh: -11; eIF4E-4G inh: 1; S1P4 ag: -0.7

Results for O=C(CC1NCCNC1=O)Nc1cc(Cl)cc(Cl)c1 (centres undefined) ?
Wee1 degr inh: -1; Ba/F3 V617F tox: 0; PERK inh: 0.7; BaF3 parental: 1; NPY2 pot ag: 13; S1P4 antag: -3; Mdm2 ligase inh: -3; eIF4E-4G inh: 8; S1P4 ag: 2.9

What do the screens show for `COc1ccc(NC(=O)COc2ccc(/C=N/NC(=O)c3cccnc3)cc2OC)cc1`?
Wee1 degr inh: 0; Ba/F3 V617F tox: 0; PERK inh: 0.3; BaF3 parental: 6; NPY2 pot ag: 5; S1P4 antag: -11; Mdm2 ligase inh: -1; eIF4E-4G inh: -8[fluorescence artefact?]; S1P4 ag: 0.4

How did CCC(=O)c1ccc(OCC(=O)N(C)CC(=O)Nc2cccc(F)c2)cc1 do in these assays?
Wee1 degr inh: 3; Ba/F3 V617F tox: -1; PERK inh: 1.6; BaF3 parental: 1; NPY2 pot ag: 7; S1P4 antag: -6; Mdm2 ligase inh: -7; eIF4E-4G inh: -3; S1P4 ag: 1.1

How did CCC(=O)Nc1ccc(C(=O)NNC(=O)c2cc([N+](=O)[O-])cc([N+](=O)[O-])c2)cc1 do in these assays?
Wee1 degr inh: 0; Ba/F3 V617F tox: 0; PERK inh: 0.7; BaF3 parental: 8; NPY2 pot ag: -4; S1P4 antag: -9; Mdm2 ligase inh: 6; eIF4E-4G inh: 2; S1P4 ag: -0.3

What do the screens show for `COc1cccc(N/C(SCc2ccccc2C)=C(/C#N)C(=O)NCc2cccs2)c1`?
Wee1 degr inh: 2; Ba/F3 V617F tox: 2; PERK inh: -0.7; BaF3 parental: 8; NPY2 pot ag: -11; S1P4 antag: -6; eIF4E-4G inh: 5[fluorescence artefact?]; S1P4 ag: -0.8

How did COCCNC(=O)C(=O)NNS(=O)(=O)c1ccc(Cl)cc1 do in these assays?
Wee1 degr inh: 1; Ba/F3 V617F tox: -3; PERK inh: 0.3; BaF3 parental: 0; NPY2 pot ag: -6; S1P4 antag: -17; Mdm2 ligase inh: -9; eIF4E-4G inh: 3; S1P4 ag: 0.2

Three entries already listed, sorted by formula weight, falling.
How did Cc1nn(C)c(C)c1CN(C)C(=O)c1cnn2c1NC(c1ccccc1)CC2C(F)(F)F (centres undefined) do in these assays?
Wee1 degr inh: -1; Ba/F3 V617F tox: -1; PERK inh: -2.4; BaF3 parental: 3; NPY2 pot ag: 12; S1P4 antag: -25; Mdm2 ligase inh: -8; eIF4E-4G inh: -9; S1P4 ag: 0.8

Results for OCCC1CN(Cc2nc3ccccc3s2)CCN1CCc1ccccc1 (centres undefined) ?
Wee1 degr inh: 1; Ba/F3 V617F tox: -2; PERK inh: -1.2; BaF3 parental: 1; NPY2 pot ag: -11; S1P4 antag: 0; Mdm2 ligase inh: -9; eIF4E-4G inh: 0; S1P4 ag: 0.7

How did C=CCn1c(-c2ccccc2)nc(=S)c2c1CCCC2 do in these assays?
Wee1 degr inh: 1; Ba/F3 V617F tox: 0; PERK inh: -0.2; BaF3 parental: 2; NPY2 pot ag: 5; S1P4 antag: -5; Mdm2 ligase inh: -2; eIF4E-4G inh: 2; S1P4 ag: 2.0
